# bovine MsrA act = activates bovine MsrA enzyme | purified bovine MsrA, absorbance read-out | activation, % at 10.6 µM | actives 0.3% (n = 360,000) | AID 602163; in the data active means activation above about 7.5%;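 further: 0% = vehicle and 100% = reference activator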
# CSN inh = CSN deneddylation inhibition; Q92905; Purified CSN, SCF-Nedd8-OG deneddylation, fluorescence polarization; inhibition, % at 12.5 µM; actives 0.38% (n = 360,000); AID 651999;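 active means pattern-corrected inhibition above about 35%, with an unprinted fluorescence ratio check between 0.5 and 1.5, limit read from the data, passing the limit was not always enough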;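 further: 0% = enzyme with substrate and 100% = substrate without enzyme; some results filed as inactive read as strong as hits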
# Target sequence (Q92905 whole entry, looked up, one chain of several): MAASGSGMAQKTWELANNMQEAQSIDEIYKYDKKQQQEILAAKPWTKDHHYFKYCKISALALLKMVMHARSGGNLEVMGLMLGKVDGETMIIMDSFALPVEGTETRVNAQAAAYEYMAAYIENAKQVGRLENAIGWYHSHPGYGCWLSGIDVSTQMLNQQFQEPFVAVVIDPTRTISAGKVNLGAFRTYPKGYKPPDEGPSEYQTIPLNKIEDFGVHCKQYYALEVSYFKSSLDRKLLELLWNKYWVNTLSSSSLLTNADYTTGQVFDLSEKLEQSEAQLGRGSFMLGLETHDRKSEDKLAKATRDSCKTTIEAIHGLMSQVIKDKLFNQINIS
#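 Assay system: Purified human Csn5 enzyme expressed in HEK293T cells | Amount: Enzyme 0.24 nM | Measured by: Fluorescence polarization readout | Medium: Tris/NaCl/DTT buffer, pH 7.5 | Compound dosing: One concentration, 12.5 µM, 0.25% DMSO | Times: 90 min incubation of compound, enzyme and substrate at room temperature | Control set: no-enzyme wells high, enzyme-with-substrate wells low | Read-out: % inhibition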
# TbMetRS inhib = blocks T. brucei methionyl-tRNA synthetase activity | purified T. brucei MetRS, ATP depletion, Kinase-Glo luminescence | inhibition, % at 11.9 µM | actives 0.4% (n = 360,000);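 active means inhibition above a per-plate cutoff of the control wells' mean inhibition plus 3 SD, cut at about 5.5% in these data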;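 further: 0% = DMSO wells median and 100% = median of wells with control inhibitor compound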
#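 Test system: purified T. brucei MetRS enzyme. Also added: ATP, methionine and E. coli bulk tRNA substrates. Compound: 11.9 µM single point. Schedule: 15 min enzyme-compound preincubation, 2 h reaction, 10 min detection, 25 °C. Signal: luciferase luminescence of residual ATP, Kinase-Glo. Evaluation: percent inhibition versus plate control medians. Controls: DMSO wells, low control.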
# Rin1 Abl inh = inhibitors of human Rin1-Abl protein interaction; AID 588664; P00519+Q13671; actives 0.4% (n = 360,000); TR-FRET Rin1/Abl binding, biochemical; inhibition, % at 7.35 µM; in the data active means inhibition above about 5%, passing the limit was not always enough
# Neddylation inh = blocks human cullin neddylation; calls only at 25 µM; TR-FRET cullin neddylation, biochemical; actives 0.58% (n = 360,000); in the data active means inhibition above about 36%
# Target sequence (P61081 whole entry, looked up): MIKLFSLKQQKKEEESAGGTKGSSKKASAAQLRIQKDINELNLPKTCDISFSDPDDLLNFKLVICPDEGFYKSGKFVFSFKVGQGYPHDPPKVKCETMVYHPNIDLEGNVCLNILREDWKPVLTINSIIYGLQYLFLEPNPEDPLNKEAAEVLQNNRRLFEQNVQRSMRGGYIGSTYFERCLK
# Target sequence (Q13564 whole entry, looked up): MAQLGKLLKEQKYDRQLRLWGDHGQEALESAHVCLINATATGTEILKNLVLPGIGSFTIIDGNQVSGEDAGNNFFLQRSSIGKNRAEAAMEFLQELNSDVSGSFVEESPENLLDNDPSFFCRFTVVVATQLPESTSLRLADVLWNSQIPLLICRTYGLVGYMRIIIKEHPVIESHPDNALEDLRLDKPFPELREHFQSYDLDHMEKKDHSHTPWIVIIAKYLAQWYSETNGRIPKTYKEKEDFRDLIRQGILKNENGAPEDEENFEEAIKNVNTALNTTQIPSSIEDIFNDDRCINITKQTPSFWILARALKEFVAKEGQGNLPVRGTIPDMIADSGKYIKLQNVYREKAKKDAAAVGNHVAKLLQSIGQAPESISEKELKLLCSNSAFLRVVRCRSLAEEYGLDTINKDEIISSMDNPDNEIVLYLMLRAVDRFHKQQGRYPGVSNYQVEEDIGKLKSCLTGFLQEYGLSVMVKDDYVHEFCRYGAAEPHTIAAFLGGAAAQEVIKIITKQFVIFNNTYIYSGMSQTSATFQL
# eLon inh = E. coli protease La inhibition; P0A9M0; purified E. coli Lon protease, fluorescence polarization; inhibition, % at 7.94 µM; actives 0.42% (n = 360,000); in the data active means inhibition above about 13%, passing the limit was not always enough;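 further: 0% = enzyme with probe and DMSO and 100% = no enzyme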
# FAS TE block = blocks the thioesterase domain of human fatty acid synthase; inhibition, % at 15 µM; actives 0.67% (n = 360,000); recombinant FAS-TE, OMFH fluorogenic substrate, fluorescence endpoint; P49327;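 active means compounds whose normalised, plate-corrected inhibition of enzyme fluorescence in the single-dose primary screen is 50% or more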;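 further: 0% = DMSO with enzyme and 100% = substrate without enzyme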
# MsrA inhibitor = bovine MsrA inhibition | inhibition, % at 15.5 µM | purified bovine MsrA, absorbance read-out | actives 0.75% (n = 360,000) | AID 651718; in the data active means inhibition above about 4.5%;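 further: 0% = vehicle wells with enzyme and 100% = reference inhibitor wells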
# PABP1 MLLE inh = inhibitors of microRNA-mediated deadenylation, human PABP1 MLLE binding. P11940. GST-MLLE / FITC-PAM2 fluorescence polarization. inhibition, % at 20 µM. actives 0.36% (n = 360,000). AID 588489; in the data active means inhibition above about 35%, passing the limit was not always enough;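 further: plate controls were DMSO wells with GST-MLLE for no effect and wells lacking GST-MLLE protein for full effect; some results filed as inactive read as strong as hits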
# * marks the source's active call; other numbers are inactive results; i = inactive; · = not tested or not shown.
SMILES,bovine MsrA act,CSN inh,TbMetRS inhib,Rin1 Abl inh,Neddylation inh,eLon inh,FAS TE block,MsrA inhibitor,PABP1 MLLE inh
O=C(CSc1nnc(-c2ccncc2)s1)Nc1ccc(Cl)c(C(=O)O)c1,4.9,0.9,0.4,1.4,i,3.3,-6.6,1.0,-10.2
CCOC(=O)N1CCN(C(=O)CSc2ccc(-c3ccccc3OC)nn2)CC1,-4.1,9.0,-0.7,-1.1,i,4.1,-1.1,0.4,2.8
COc1ccc(C(=O)NCc2ccc(-c3nc4ccccc4s3)cc2)cc1OC,-2.2,-4.0,-1.2,3.0,i,-0.5,6.3,0.0,-5.0
Cc1ccc(C(=O)NC(=S)NCc2cccnc2)cc1C,-12.9,1.3,-1.4,1.7,i,7.7,-1.1,-0.2,22.6
Cc1cccc(CN2CCN(C3CN(Cc4cn(Cc5ccc(Cl)cc5)nn4)S(=O)(=O)C3)CC2)c1 (stereo not drawn),-9.2,-1.2,-0.8,·,i,2.2,-1.7,0.6,·
Cn1nnc2cc(C(=O)N3CCSCC3)ccc21,-3.9,-4.7,0.0,0.9,i,-6.6,-4.6,0.7,2.1
O=C(Nc1ccc(F)cc1F)c1csc(-c2ccccc2)n1,-2.8,3.2,0.3,6.1,i,-9.5,35.9,2.3,-12.0
Cc1nnc(SCCOC(N)=O)n1C,0.2,-2.1,-0.6,-0.9,i,3.5,-5.1,-0.2,-1.5
CCCc1cc(=O)oc2cc(OC(C)C(=O)NCCCn3ccnc3)ccc12 (stereo not drawn),4.7,0.7,-0.1,0.1,i,-7.0,-3.0,1.4,-1.3
O=C(Nc1cccc(Cl)c1)OCc1cn(-c2ccc(Cl)cc2)nn1,-9.1,1.4,-0.6,-1.9,i,-5.9,-9.6,-0.7,4.6
COc1ccc(-c2[nH]n(-c3ccc([N+](=O)[O-])cc3)c(=O)c2C=NCC2CCCO2)cc1 (stereo not drawn),-2.9,-1.5,-0.8,0.7,i,-3.3,27.1,1.6,3.2
O=C(Cc1csc(N2CCOCC2)n1)N/N=C/c1ccc(O)c(O)c1O,-5.8,16.4,0.1,29.6*,i,12.4,0.1,1.4,30.7
CCCCc1nc2cc(C(=O)NCc3nccn3CC)ccc2o1,-2.5,-1.0,-0.4,2.7,i,-6.9,-2.9,1.7,1.5
COc1ccc(CN2CCC(=O)N([C@H](CO)Cc3ccccc3)CC2)cc1,-0.9,-3.3,-0.4,1.3,i,-5.4,-7.8,0.9,5.2
O=C(Cn1ncc2c3ccccc3n(Cc3ccccc3F)c2c1=O)NCC1CCCO1 (stereo not drawn),-2.3,0.7,-0.4,0.1,i,-15.5,-2.2,0.9,-6.2
Cn1c(N)c(C(=O)COC(=O)CC(NC(N)=O)c2ccc(Cl)cc2)c(=O)n(C)c1=O (stereo not drawn),0.7,-5.7,-0.3,1.3,i,12.8,-9.7,0.1,8.1
O=C(O)c1cccc(S(=O)(=O)N2CCOCC2)c1,-2.8,2.6,-0.9,-2.3,i,5.4,-7.3,-0.4,6.9
COCc1cn(-c2nc3ccccc3s2)nn1,-2.7,6.3,0.8,·,i,2.6,-12.7,-0.2,·
CC(C)c1nc(-c2ccccc2)c(-c2ccccc2)[nH]1,-4.3,1.5,0.0,-0.7,i,-0.8,1.3,0.8,0.2
COCCCn1c(=S)[nH]c2ncccc2c1=O,-9.2,5.9,-0.6,3.1,i,-4.0,-9.1,1.3,-21.8
CCc1ccc(N/C(SCc2cccc(F)c2)=C(/C#N)C(=O)NCc2ccco2)cc1,-7.0,7.4,-1.1,1.4,i,-4.1,34.2,1.0,-51.8
COC(=O)CN1C(=O)C(O)(CC(=O)c2ccc(Cl)cc2)c2ccccc21 (stereo not drawn),-1.2,-1.2,0.0,-4.0,i,11.4,-3.0,1.2,5.8
O=C(CSc1ccc2nnc(-c3ccccc3)n2n1)N1CCCc2ccccc21,-3.2,5.3,0.7,2.5,i,-7.2,26.4,-0.5,12.9
COc1ccc(Cl)cc1C(=O)NC(=S)Nc1nc(C)cc(C)n1,-2.5,0.7,-0.8,2.4,i,0.5,3.7,0.7,23.9
C=CCn1c(SCC(=O)N(C)c2c(N)n(Cc3ccccc3)c(=O)[nH]c2=O)nnc1-c1ccccc1OC,-2.2,3.5,-0.5,-1.4,i,-0.2,-4.7,-1.0,-11.4

# Structural class: the entries above with fluorine (three)
SMILES,bovine MsrA act,CSN inh,TbMetRS inhib,Rin1 Abl inh,Neddylation inh,eLon inh,FAS TE block,MsrA inhibitor,PABP1 MLLE inh
O=C(Nc1ccc(F)cc1F)c1csc(-c2ccccc2)n1,-2.8,3.2,0.3,6.1,i,-9.5,35.9,2.3,-12.0
O=C(Cn1ncc2c3ccccc3n(Cc3ccccc3F)c2c1=O)NCC1CCCO1 (stereo not drawn),-2.3,0.7,-0.4,0.1,i,-15.5,-2.2,0.9,-6.2
CCc1ccc(N/C(SCc2cccc(F)c2)=C(/C#N)C(=O)NCc2ccco2)cc1,-7.0,7.4,-1.1,1.4,i,-4.1,34.2,1.0,-51.8

# Next section:
SMILES,bovine MsrA act,CSN inh,TbMetRS inhib,Rin1 Abl inh,Neddylation inh,eLon inh,FAS TE block,MsrA inhibitor,PABP1 MLLE inh
Cc1ccc(NC(=O)c2ncn(CCCNCc3ccc4c(c3)OCO4)n2)cc1C,-4.6,4.1,0.3,-1.3,i,-7.2,-4.0,-0.6,9.7
CC1C/C(=N\NC(=O)c2ccc([N+](=O)[O-])cc2)CC(C)(C)C1 (stereo not drawn),-6.3,0.1,-0.3,-3.7,i,3.6,27.2,1.5,-5.7
Cc1ccc(Sc2cc(C(=O)c3ccccc3C(=O)O)ccc2[N+](=O)[O-])cc1,-7.7,5.9,-1.3,2.2,i,6.7,9.4,0.9,22.8
CC1(C(=O)NCc2cccnc2)CCN1C(=O)c1cccc(F)c1 (stereo not drawn),-2.7,1.0,-0.2,0.0,i,-12.7,-5.9,-1.0,1.2
O=C(CCN1C(=O)c2ccccc2C1=O)C1=NN[C@@H]2C(=O)N(c3ccc4c(c3)OCO4)C(=O)[C@H]12,-2.0,4.8,-0.1,-1.6,i,12.8,-4.4,-0.3,-4.8
CCSc1ccccc1C(=O)NCc1cccnc1,-3.1,1.9,-0.9,4.1,i,0.0,-8.1,-0.9,33.8
Cc1ccc(-n2c(SCC(=O)NNC(=S)Nc3ccccc3)nc3ccccc3c2=O)cc1,4.5,-10.1,-0.1,-0.9,i,-3.7,2.9,1.4,21.5
COc1ccc(/C=N/Nc2nc(Nc3ccccc3)nc(N3CCCC3)n2)cc1[N+](=O)[O-],-0.9,-2.0,0.1,-1.7,i,0.5,6.4,2.7,2.6
Cc1cc(=O)oc2cc(OC(C)C(=O)N3CCOCC3)ccc12 (stereo not drawn),-4.5,-2.7,-1.1,-4.1,i,5.7,-11.5,1.8,-1.2
CN(C)S(=O)(=O)c1cc(NC(=O)COC(=O)Cc2cccc3ccccc23)ccc1Cl,-3.9,4.5,0.1,-1.3,i,12.9,19.7,-0.3,17.1
Cc1sc(NC(=O)CSc2nc(N)n(CC(=O)c3ccccc3)n2)c(C#N)c1C,-2.0,-2.3,-0.8,2.4,i,1.0,17.9,-0.3,2.6
O=C(O)C(Cc1c[nH]c2ccccc12)N1CCS(=O)(=O)CC1 (stereo not drawn),-2.3,-4.8,-0.1,1.1,i,2.7,-5.3,1.1,4.6
O=c1c2cn[nH]c2nc(SCc2c(F)cccc2F)n1-c1ccc(Cl)cc1,2.1,3.2,-0.3,3.0,i,10.3,-74.5,-0.1,-2.3
Cc1ccc2nc(-c3cccnc3)c(Nc3ccccc3C)n2c1,-0.6,-2.0,0.1,-3.4,i,-1.4,2.6,1.0,5.7
CCOC(=O)c1c(NCc2ccccc2)n[nH]c1C,-4.4,-0.8,0.3,-4.0,i,-10.6,-1.6,-0.3,-4.3
Oc1ccc(N=Nc2ccc3c(c2)OCCO3)c2cccnc12,0.4,-0.5,-0.6,11.3*,i,6.8,6.0,-0.2,11.1
O=C(O)c1ccc(/C=N/NC(=O)C(O)(c2ccccc2)c2ccccc2)cc1,-10.5,2.7,-0.8,-0.9,i,3.1,0.2,1.3,-0.7
CC(C)c1nnc(NC(=O)C2CCN(S(=O)(=O)c3ccc(-n4cnnn4)cc3)CC2)s1,-4.9,2.0,-0.6,3.3,i,-1.1,14.3,-0.4,0.2
CC(C)c1ccc(S(=O)(=O)N2CCN(C(=O)[C@@H]3CCCN3C(=O)c3cccs3)CC2)cc1,-3.0,-5.7,-0.4,0.3,i,3.8,20.2,-1.2,-18.7
CC(C)C[C@H]1CN(CCCC[C@@H]2CNC(=O)C(=O)N2CC2CCCCC2)C(=O)C(=O)N1Cc1ccccc1,1.3,2.5,-0.3,·,i,-4.8,8.1,0.7,·
CCn1cc(C(=O)NC(=S)Nc2ccccc2[N+](=O)[O-])cn1,-2.1,-5.4,-0.3,0.6,i,-9.9,0.2,-1.0,22.7
COC(=O)c1cc(C(=O)c2c(C)cc3ccccn23)cc([N+](=O)[O-])c1,-0.8,5.9,-0.3,3.6,i,-11.5,3.2,-0.4,13.3
Cc1ccc(-n2c(=O)c3ccc(C(=O)NCc4ccco4)cc3n(Cc3ccccc3C#N)c2=O)cc1,0.1,-12.4,-0.3,0.7,i,6.1,-6.8,-0.8,9.8
Cc1nn(C)c(Cl)c1CN1CCC(n2nccc2NC(=O)C2CCCC2)CC1,-1.9,-0.8,0.2,-5.6,i,-13.2,-4.5,0.3,0.8
O=C(CCc1ccccc1)NNC(=S)Nc1ccc(F)cc1,-3.8,-7.4,0.2,-0.9,i,15.9,-1.8,-1.3,17.4
# Following part
SMILES,bovine MsrA act,CSN inh,TbMetRS inhib,Rin1 Abl inh,Neddylation inh,eLon inh,FAS TE block,MsrA inhibitor,PABP1 MLLE inh
CN(C1=C(NC(=O)c2ccc(Cl)cc2)C(=O)c2ccccc2C1=O)c1ccccc1,-4.0,-3.1,-1.8,-2.7,i,-11.3,40.6,1.9,-5.7
Cc1ccc(-c2nn(-c3ccccc3)cc2C(=O)NCC(c2cccs2)N2CCOCC2)cc1 (stereo not drawn),-5.1,-1.6,-0.4,2.3,i,-7.5,22.9,0.5,-3.5
Cc1cc(NC(=O)CSCC(=O)OC(C)C(=O)N(C)Cc2ccccc2)no1 (stereo not drawn),-1.8,-1.1,-0.4,2.0,i,0.3,-8.7,-0.6,-2.4
O=C(Nc1ccccc1)Nc1cccc(-c2nnco2)c1,-4.5,0.5,1.6,-1.7,i,2.5,-3.8,1.0,0.5
CCOC(=O)CSc1ncc(OC)c(Sc2ccc(Cl)cc2)n1,-1.6,2.3,-0.1,-0.5,i,-8.5,28.5,1.0,-1.2
C/C(Cl)=C\Cn1c(O)c(N=NC(N)=S)c2ccccc21,-4.0,-5.3,0.5,0.3,i,7.0,22.7,0.3,24.6
O=C(O)COc1ccccc1/C=N/NC(=O)CSc1nnc(SCc2ccccc2)s1,-2.2,2.0,0.0,-3.0,i,-2.9,-2.4,0.6,-53.3
COc1ccc(-c2noc(CCCC(=O)NC3CCCCC3)n2)cc1,-1.7,3.3,0.0,-2.1,i,-7.3,0.2,-0.5,-4.5
COc1ccc(C2CC3(CC(C)(C)NC(=S)N3)Oc3cc(O)cc(C)c32)cc1OC (stereo not drawn),-3.7,-6.3,-0.6,0.2,i,4.6,-1.5,0.4,-125.8
CCOC(=O)/C(C#N)=C/c1cc(C)n(-c2ccccc2)c1C,-2.8,-0.1,-0.3,1.1,i,7.2,13.8,0.4,-6.5
CC1=CC(C)(C)N2C(=O)C3(C(C#N)=C(N)Oc4cc(O)ccc43)c3cccc1c32 (stereo not drawn),-4.3,1.6,-0.1,-1.1,i,-2.0,26.6,0.1,-2.0

# Bioassay records deposited in PubChem BioAssay by several laboratories.
